Source: PubChem BioAssay
HADH2 inh: qHTS Assay for Inhibitors of HADH2 (Hydroxyacyl-Coenzyme A Dehydrogenase, Type II). 3.4% of 73,000 active. Potency, µM (series often up to 57.1 µM), for inactives: at the highest dose activity change, negative = inhibition, usual class: inhibitors. AID 886, 2007. recombinant HADH2, NADH fluorescence, beta-hydroxybutyryl-CoA; further: potency means the concentration at half of the fitted maximal effect; on the % scale 0 is the no-effect control and ±100 the full control effect; nearly all actives have a fitted effect of over 60% in size; many of its hits are not listed in these tables
Target sequence (Q99714 whole entry, looked up, one chain of several): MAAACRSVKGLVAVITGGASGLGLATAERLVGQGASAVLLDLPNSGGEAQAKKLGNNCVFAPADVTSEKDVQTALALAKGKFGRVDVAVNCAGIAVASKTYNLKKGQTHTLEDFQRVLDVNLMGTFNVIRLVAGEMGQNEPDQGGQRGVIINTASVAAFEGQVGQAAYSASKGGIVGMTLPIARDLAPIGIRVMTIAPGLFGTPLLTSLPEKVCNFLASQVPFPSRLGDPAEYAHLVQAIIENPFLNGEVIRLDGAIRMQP
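Read-out: 360 nm excitation, 450 nm emission, kinetic over 4 min. Conditions: His-tagged human HADH2 20 nM, pH 9.0 Tris with Tween-20, 1 mM NAD+, 90 uM beta-hydroxybutyryl-CoA.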
Texas Red fluor: qHTS Assay for Spectroscopic Profiling in Texas Red Spectral Region. max dye-equivalent concentration, M. 0.06% of 59,000 active. Compound fluorescence, Texas Red channel, 547/618 nm; active compounds read high; in the data active means max dye-equivalent concentration above about 10 nM; inconclusive means between about 1.1 nM and that limit
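Pin-transferred compounds and Texas Red standards go into 100 mM Tris buffer, pH 8.0. After 15 min at room temperature, plates are imaged with 547/618 nm filters. Each value is a dye-equivalent concentration derived from the per-plate dye curve.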
HBB splice mod: qHTS Assay for Modulators of Hemoglobin Beta Chain Splicing. HBB splicing reporter cell assay, activation; EGFP reporter with mutant IVS2-654 intron; response scale: normalised to 500 nM splice-correcting PNA. Potency, µM (top dose mostly 46.1 µM), for the others: at the highest dose activation, hits mostly activators. 0.06% of 65,000 active; further: potency means the concentration at half of the fitted maximal effect; 0% is about no effect
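HeLa cells stably expressing EGFP interrupted by mutant beta-globin intron 2 (IVS2-654), 500/well in 2% FCS. Treated with compound for 2 days at 37C. Splicing correction scored as total well GFP intensity (488 nm excitation, 500-520 nm emission); 500 nM antisense PNA served as control.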
ALOX15 inhib: qHTS Assay for Inhibitors of 15-hLO (15-human lipoxygenase); Polyunsaturated fatty acid lipoxygenase ALOX15 (Homo sapiens), P16050; purified 15hLO-1, xylenol orange hydroperoxide absorbance; Potency, µM (doses to about 57.1 µM), for the others: at the top dose activity change, negative = inhibition, usual class: inhibitors; 1.4% of 74,000 active; AID 887, 2007; further: potency means the concentration at half of the fitted maximal effect; on the % scale 0 is the no-effect control and ±100 the full control effect; nearly all actives have a fitted effect of over 55% in size
Target sequence (P16050 whole entry, looked up): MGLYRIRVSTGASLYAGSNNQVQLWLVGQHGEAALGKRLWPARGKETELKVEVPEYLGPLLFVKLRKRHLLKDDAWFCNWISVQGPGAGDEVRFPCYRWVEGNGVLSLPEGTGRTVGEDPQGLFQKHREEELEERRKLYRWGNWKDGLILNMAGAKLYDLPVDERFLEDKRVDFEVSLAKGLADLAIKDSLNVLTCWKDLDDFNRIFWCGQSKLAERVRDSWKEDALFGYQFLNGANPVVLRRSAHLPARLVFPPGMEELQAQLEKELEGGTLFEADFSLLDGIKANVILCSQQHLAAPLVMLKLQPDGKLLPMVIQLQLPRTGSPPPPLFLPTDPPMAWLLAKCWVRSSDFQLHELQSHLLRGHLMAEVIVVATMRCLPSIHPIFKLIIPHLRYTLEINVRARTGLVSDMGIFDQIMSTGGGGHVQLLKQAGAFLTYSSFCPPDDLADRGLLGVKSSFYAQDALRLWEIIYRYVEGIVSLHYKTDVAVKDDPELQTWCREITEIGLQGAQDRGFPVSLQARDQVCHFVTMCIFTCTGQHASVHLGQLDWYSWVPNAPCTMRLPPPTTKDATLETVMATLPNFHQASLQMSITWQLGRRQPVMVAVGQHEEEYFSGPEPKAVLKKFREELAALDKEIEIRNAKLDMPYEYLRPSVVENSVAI
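Compounds were preincubated 15 min at room temperature with 40 nM purified human enzyme (25 mM Hepes pH 7.5, 0.01% Triton X-100); 50 uM arachidonic acid reacted 6 min. Fe-xylenol orange detection, 30 min, absorbance ratio 573/405 nm.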
4MU fluor: qHTS Assay for Spectroscopic Profiling in 4-MU Spectral Region; compound autofluorescence, 340/450 nm, 4-MU equivalents; active compounds read high; 11% of 59,000 active; max dye-equivalent concentration, M; in the data active means max dye-equivalent concentration above about 10 nM; inconclusive means mostly about 1.1 nM to 9.6 nM
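Intrinsic fluorescence at 340/450 nm (ex/em) was read after 15 min at room temperature in pH 8.0, 100 mM Tris. Each compound concentration expressed as 4-MU-equivalent concentration from a six-point 4-MU standard series on each plate.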
Ub-GFP proteasome: Ubiquitin-GFP Assay; 67,000 tested, under 10 active; Potency, µM (series often up to 45.9 µM), for the others: at the highest dose activation (GFP accumulation), hits mostly activators; Ubiquitin-GFP reporter cells, proteasome inhibition, GFP fluorescence; response scale: untreated = 0%, 10 µM MG-132 = 100%; active means well fitted activation curve with a large enough effect, not every such curve was filed as active; inconclusive means small, poorly fitted or top-dose-only effect, or another doubt; inactive means no such curve, though single readings can be large or run the other way; further: potency means the concentration at half of the fitted maximal effect
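Proteasome blockade was scored as a rise in GFP-expressing U2OS cells carrying a ubiquitin(G76V)-GFP construct, imaged after 4 hr compound treatment at 37 °C across a 46 uM–2.9 nM series.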
Rhodamine fluor: qHTS Assay for Spectroscopic Profiling in Rhodamine Spectral Region; Rhodamine-region fluorescence, 547/598 nm, Tris buffer; active compounds read high; max dye-equivalent concentration, M; 0.05% of 59,000 active; in the data active means max dye-equivalent concentration above about 11 nM; inconclusive means between about 1.1 nM and that limit
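Compound fluorescence in 100 mM Tris, pH 8.0, read after 15 min at room temperature with 547 nm excitation and 598 nm emission. Output is dye-equivalent concentration from an on-plate rhodamine standard series.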
GFP derepression: qHTS Assay for Epigenetic Modulators. mouse C127i GFP locus derepression, cytometry, 30 h. Potency, µM (top dose mostly 46.1 µM), without a hit: at the highest dose GFP derepression (activation). 0.09% of 68,000 active. AID 597, 2007; further: % of control where 0% means no effect
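Murine C127i mammary cells carrying a silenced, stably integrated CMV-driven GFP reporter were treated with compound for 30 hours at 37 C. After PBS washes, GFP-positive cells were counted by laser-scanning microplate cytometry.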
Hsp90 Hop PPI: qHTS Assay for Disrupters of an Hsp90 Co-Chaperone Interaction; 0.44% of 71,000 active; Potency, µM (highest dose often 57 µM), for inactives: at the top dose activity change, negative = inhibition; AID 595, 2007; Hsp90 C-terminal peptide / TPR2A (Hop) interaction, human; AlphaScreen TPR2A-His6 binding biotin-Hsp90 C-terminal peptide; active means well fitted curve in either direction with a large enough effect; inconclusive means small, poorly fitted or top-dose-only effect, or another doubt; further: potency means the concentration at half of the fitted maximal effect; on the % scale 0 is the no-effect control and ±100 the full control effect; many of its hits are not listed in these tables
Fluorescein fluor: qHTS Assay for Spectroscopic Profiling in Fluorescein Spectral Region. Compound autofluorescence, 480/540 nm, fluorescein-equivalent; active compounds read high. max fluorescein-equivalent concentration, M. 0.91% of 59,000 active. AID 593, 2007; in the data active means max fluorescein-equivalent concentration above about 10 nM; inconclusive means between about 1.1 nM and that limit
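Values reflect compound autofluorescence, normalized to fluorescein on the same plate and reported at each tested concentration. Conditions: 100 mM Tris pH 8.0, room temperature, 15 min, excitation 480 nm, emission 540 nm.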
Pol III holo inh: qHTS Assay for Inhibitors of DNA Polymerase III Holoenzyme System; reconstituted DNA polymerase III holoenzyme replication, biochemical; Potency, µM (top dose mostly 57.1 µM), for the others: top-dose activity change, negative = inhibition; 0.25% of 71,000 active; AID 603, 2007; further: potency means the concentration at half of the fitted maximal effect; on the % scale 0 is the no-effect control and ±100 the full control effect
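Reconstituted *E. coli* holoenzyme (0.35 nM Pol III, 1 nM beta, 154 nM SSB, 2 nM primase) was preincubated with compound for 15 min at RT. Synthesis on 1.4 nM ssM13Gori ran 35 min, then was stopped with PicoGreen/EDTA and read as dsDNA fluorescence.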
Numbers without * were called inactive; i = inactive; u = inconclusive; x = no result given; [ ] = dose if it differs, or a comment. Unless noted, the call rests on the fitted dose curve; in most records, active means well fitted curve in the direction sought with a large enough effect; inconclusive means small, poorly fitted or top-dose-only effect, or another doubt; inactive means no such curve, though single readings can be large; an effect the other way counts as inactive or inconclusive. An excerpt; count on the stated rates, not on these rows.

The first 2 compounds, to show the layout:
SMILES	HADH2 inh	Texas Red fluor	HBB splice mod	ALOX15 inhib	4MU fluor	Ub-GFP proteasome	Rhodamine fluor	GFP derepression	Hsp90 Hop PPI	Fluorescein fluor	Pol III holo inh
CCCC(c1nnnn1Cc1ccc(F)cc1)N1CCN(C2CCCCC2)CC1 (stereo unspecified)	34.6%[activator]	i	2.4%[57.5 µM]	u	i	2.1%	i	-2.3%	46.9%	u	-3.5%
CCCCNC(=O)Nc1ccc(Br)cn1	5.9%	i	-0.4%[57.5 µM]	-11.2%	i	-3.8%	i	7.0%	-0.7%	u	-3.5%

The list itself, previewed entries included:
SMILES	HADH2 inh	Texas Red fluor	HBB splice mod	ALOX15 inhib	4MU fluor	Ub-GFP proteasome	Rhodamine fluor	GFP derepression	Hsp90 Hop PPI	Fluorescein fluor	Pol III holo inh
CCCC(c1nnnn1Cc1ccc(F)cc1)N1CCN(C2CCCCC2)CC1 (stereo unspecified)	34.6%[activator]	i	2.4%[57.5 µM]	u	i	2.1%	i	-2.3%	46.9%	u	-3.5%
CCCCNC(=O)Nc1ccc(Br)cn1	5.9%	i	-0.4%[57.5 µM]	-11.2%	i	-3.8%	i	7.0%	-0.7%	u	-3.5%
COc1ccc(S(=O)(=O)N(CC(N)=O)C2CCCCC2)cc1Cl	2.4%	i	-0.2%	2.3%	i	0.8%	i	3.4%	-3.7%	i	-3.9%
CN1C(=O)CSc2ccc(NC(=O)N3CCC(N4CCCCC4)CC3)cc21	0.9%	i	-0.7%	22.7%	i	1.6%	i	-1.1%	-3.2%	i	2.8%
CCC(=O)n1nc(-c2ccco2)nc1N	u	i	0.8%	1.9%	i	-7.8%	i	5.5%	-2.5%	u	-0.4%
O=C(CCS(=O)(=O)c1cccc2nsnc12)N1CCN(C(=O)c2ccco2)CC1	0.1%	i	0.5%	-8.6%	i	11.8%	i	1.8%	-0.1%	i	1.6%
Cn1c(SCC(=O)NC2CC2)nnc1-c1ccco1	1.8%	i	-1.8%	3.4%	i	-1.7%	i	-0.3%	-15.3%	u	-5.0%
CCOc1ccc(/C(O)=C2/C(=O)C(=O)N(CCN(CC)CC)C2c2ccco2)cc1 (stereo unspecified)	x	i	x	x	i	x	i	-3.7%[20.6 µM]	x	u	x
CC12CCC(c3c(C(=O)O)nn(-c4ccccc4)c31)C2(C)C (stereo unspecified)	-7.9%	u	-0.1%[57.5 µM]	0.2%	i	-0.6%	i	-0.6%	1.1%	u	3.5%
Cc1nc2nc[nH]n2c(=O)c1NC(=O)c1c(-c2ccccc2Cl)noc1C	3.9%	i	1.3%	8.7%	i	5.4%	i	2.4%	-0.2%	u	1.3%
CC(=O)N1CCc2cc(S(=O)(=O)NCCC(=O)NC3CCCc4ccccc43)ccc21 (stereo unspecified)	6.2%	i	-0.3%	5.3%	i	-10.7%	i	0.0%	u	i	-10.7%
Cc1cccc(NC(=O)Nc2cc(C)on2)c1	23.2%	i	1.0%	6.4%	i	-6.6%	i	0.0%	1.1%	i	-6.0%
COc1ccccc1C1C(C(N)=O)=C(C)Nc2nc(-c3ccccc3Cl)nn21 (stereo unspecified)	10.5%	x	0.8%	3.9%	x	0.8%	x	-2.3%	-1.6%	x	-7.4%
CCOC(=O)Nc1cc(C)c(Cl)cc1OC	9.8%	x	-0.1%[9.22 µM]	-11.8%	x	25.0%	x	4.3%	6.9%	x	-6.0%
O=c1c2ccccc2nc2n1CCC2	u	i	-0.3%	3.16µM*	i	-1.9%	i	0.0%	u	i	-10.5%
O=S(=O)(c1ccc(N2CCCC2)cc1)C(F)(F)F	-0.1%	i	0.9%	-6.7%	i	-1.4%	i	6.5%	4.6%	i	1.5%
COCn1c(-c2cccc(Br)c2)nc2ccccc21	9.8%[11.4 µM]	x	-1.9%[0.0738 µM]	-6.1%[11.4 µM]	x	-4.5%[9.17 µM]	x	0.0%	-1.7%[11 µM]	x	-3.0%[11.4 µM]
CCOc1ccccc1C(=O)N(Cc1cccs1)C1CCS(=O)(=O)C1 (stereo unspecified)	10.1%	i	0.5%[57.5 µM]	8.1%	i	7.8%	i	2.6%	-4.5%	i	-1.0%
Cc1ccc2nc(C3CCCN(C(=O)NCc4ccccc4)C3)[nH]c2c1 (stereo unspecified)	23.3%	i	3.6%	4.5%	i	-1.7%	i	-1.3%	-0.5%	i	-4.0%
O=C(O)CCn1cnc2c(=S)nc[nH]c21	-18.7%[11.4 µM]	i	3.8%[9.22 µM]	-2.2%[11.4 µM]	i	-8.5%[9.17 µM]	i	-2.2%[9.22 µM]	-1.6%[11 µM]	i	11.9%[11.4 µM]
Cn1c(CSc2nc3ccc(Br)cc3[nH]2)nc2ccccc21	-7.0%	x	-0.8%[9.22 µM]	-5.1%	x	-0.5%	x	-2.2%	-1.6%	x	3.4%
COc1cc(-c2nnc(-c3ccc(S(=O)(=O)c4ccccc4)cc3)o2)cc(OC)c1OC	x	i	-0.4%	-0.5%	1.65e-07M*	-3.0%	i	-2.3%	-0.3%	i	-1.8%
CC1C2CC(C(CN(C)C)/C2=N/O)C1(C)C (stereo unspecified)	1.4%[11.4 µM]	x	-3.5%[0.0738 µM]	0.7%[11.4 µM]	x	22.7%[9.17 µM]	x	1.5%	-6.4%[11 µM]	x	-5.1%[11.4 µM]
Cc1ccc2nsnc2c1S(=O)(=O)N(Cc1ccco1)Cc1cc2cccc(C)c2[nH]c1=O	51.9%[activator]	i	0.1%[57.5 µM]	10.5%	5.05e-08M*	-3.8%	i	-0.7%	-3.5%	i	u
CCC(=O)c1ccc(OCC(O)CN2CCN(S(=O)(=O)N3CCCCC3)CC2)cc1 (stereo unspecified)	-0.6%	i	-0.3%	0.3%	i	5.3%	i	0.0%	-3.4%	i	-3.7%
O=C(Cc1cccs1)NCc1ccccc1	1.0%	i	0.2%[57.5 µM]	10.2%	i	-0.8%	i	0.0%	1.4%	i	-3.4%
COC(=O)CC1=C(C)C(=O)CC2C(C)(C)CCCC12C (stereo unspecified)	5.7%[11.4 µM]	x	-4.7%[0.0738 µM]	6.6%[11.4 µM]	x	-1.6%[9.17 µM]	x	3.1%	-1.6%[11 µM]	x	-4.1%[11.4 µM]
Cc1ccccc1N(CC(=O)Nc1ccc(F)cc1)S(C)(=O)=O	4.0%	i	-0.2%	-13.5%	i	-3.7%	i	-2.9%	u	i	2.2%
CCOC(=O)c1sc(=S)n(CC)c1NC(=O)C1CC1	-16.6%	u	1.1%[57.5 µM]	0.8%	i	-2.6%	i	-2.2%	1.7%	u	1.1%
COc1ccc(-c2nc3cnc(N4CCOCC4)nc3n(C[C@H]3CCCO3)c2=O)cc1	11.2%	i	-0.1%	2.7%	1.39e-08M*	7.3%	i	2.7%[9.22 µM]	-5.5%	u	-1.3%
COc1ccc(C(=O)N2CCC[C@@]3(CCN(C(=O)Nc4ccccc4)C3)C2)cc1	2.8%	i	4.5%	13.7%	i	-1.1%	i	-0.1%[9.22 µM]	-2.1%	u	-11.9%
COc1ccc(N(C(=O)c2ccc(S(=O)(=O)N3CCOCC3)cc2)C2C=CS(=O)(=O)C2)cc1 (stereo unspecified)	6.3%	i	3.2%	10.8%	i	7.0%	i	2.3%	-5.4%	i	4.2%
Cc1ccc(-n2c(SCC(=O)NCc3ccco3)nc3sc(C)c(C)c3c2=O)cc1	20.6%	i	0.8%	2.5%	i	-3.6%	i	1.6%	-1.6%	i	1.3%
Cc1cc(C)c(S(=O)(=O)N(CC(=O)O)C2CCCCC2)c(C)c1	7.5%	i	0.2%	15.7%	i	9.0%	i	8.6%	-1.8%	2.56e-08M*	-0.9%
COc1ccccc1N1CCN(Cc2cccc(OC)c2OC)CC1	-4.1%[11.4 µM]	x	0.7%[0.0738 µM]	4.5%[11.4 µM]	x	-9.1%[9.17 µM]	x	0.4%	-4.1%[11 µM]	x	-6.6%[11.4 µM]
CNC(=O)C1(C)C=CC2(CCCCC2)N1C(=O)OC (stereo unspecified)	5.5%	x	-0.1%	-27.9%	x	x	x	x	-1.5%	x	-9.8%
O=C(OCCN1C(=O)CCC1=O)c1ccc(S(=O)(=O)N2CCCCC2)cc1	-6.7%	u	-2.2%[0.369 µM]	3.4%	i	0.0%	i	0.0%	-1.7%	i	-1.5%
CCCCOc1ccc(-c2nnc(-c3ccncc3)o2)cc1	-14.3%	u	-1.7%	4.1%	i	-1.3%	i	-1.9%	4.6%	u	-1.2%
